# From PubChem
# PI4K2A inh – qHTS for small molecular inhibitors of PI4K2A; Phosphatidylinositol 4-kinase type 2-alpha (Homo sapiens), Q9BTU6; purified PI4K2A, ADP-Glo luminescence, 1 h; hits give low values; activity change, negative = inhibition, % at 76.9 µM; 0.13% of 420,000 active; AID 1346378, 2018; in the data active means activity change below about -50%; inconclusive means mostly about -30% to -49%;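 further: -100% = wells without enzyme as full effect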
#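 PI4K2A activity was measured by ADP-Glo luminescence: enzyme (4 ug/mL stock) and phosphatidylinositol (1.2 mM stock) in Tris pH 7.5/MgCl2/EGTA/Triton X-100 buffer were reacted with ATP (300 microM stock) for one hour at ambient temperature.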
# BAZ2B inh – qHTS Assay for Inhibitors of BAZ2B. AlphaScreen BAZ2B-H3K14Ac peptide displacement. Potency, µM (highest dose often 114 µM), for the others: at the top dose activity change, negative = inhibition, hits mostly inhibitors. AID 504333, 2011. 4.4% of 360,000 active. Bromodomain adjacent to zinc finger domain protein 2B (Homo sapiens), Q9UIF8; further: potency means the concentration at half of the fitted maximal effect; on the % scale 0 is the no-effect control and ±100 the full control effect; nearly all actives have a fitted effect of over 60% in size
#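 AlphaScreen luminescence quantifies BAZ2B engagement of H3K14Ac peptide; the protein and biotinylated peptide are both at 50 nM final, buffer PBS pH 7.4 with 0.01% Tween-20, all steps at room temperature.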
# JMJD2A Tudor – qHTS Assay for Inhibitors of JMJD2A-Tudor Domain | Lysine-specific demethylase 4A (Homo sapiens), O75164 | AlphaScreen JMJD2A-Tudor / H3K4me3 peptide binding | Potency, µM (series often up to 114 µM), without a hit: top-dose activity change, negative = inhibition, most hits filed as inhibitors | 4.4% of 390,000 active | AID 504339, 2011; further: potency means the concentration at half of the fitted maximal effect; on the % scale 0 is the no-effect control and ±100 the full control effect; nearly all actives have a fitted effect of over 50% in size
# Target sequence (O75164 whole entry, looked up, the tested form may be a part): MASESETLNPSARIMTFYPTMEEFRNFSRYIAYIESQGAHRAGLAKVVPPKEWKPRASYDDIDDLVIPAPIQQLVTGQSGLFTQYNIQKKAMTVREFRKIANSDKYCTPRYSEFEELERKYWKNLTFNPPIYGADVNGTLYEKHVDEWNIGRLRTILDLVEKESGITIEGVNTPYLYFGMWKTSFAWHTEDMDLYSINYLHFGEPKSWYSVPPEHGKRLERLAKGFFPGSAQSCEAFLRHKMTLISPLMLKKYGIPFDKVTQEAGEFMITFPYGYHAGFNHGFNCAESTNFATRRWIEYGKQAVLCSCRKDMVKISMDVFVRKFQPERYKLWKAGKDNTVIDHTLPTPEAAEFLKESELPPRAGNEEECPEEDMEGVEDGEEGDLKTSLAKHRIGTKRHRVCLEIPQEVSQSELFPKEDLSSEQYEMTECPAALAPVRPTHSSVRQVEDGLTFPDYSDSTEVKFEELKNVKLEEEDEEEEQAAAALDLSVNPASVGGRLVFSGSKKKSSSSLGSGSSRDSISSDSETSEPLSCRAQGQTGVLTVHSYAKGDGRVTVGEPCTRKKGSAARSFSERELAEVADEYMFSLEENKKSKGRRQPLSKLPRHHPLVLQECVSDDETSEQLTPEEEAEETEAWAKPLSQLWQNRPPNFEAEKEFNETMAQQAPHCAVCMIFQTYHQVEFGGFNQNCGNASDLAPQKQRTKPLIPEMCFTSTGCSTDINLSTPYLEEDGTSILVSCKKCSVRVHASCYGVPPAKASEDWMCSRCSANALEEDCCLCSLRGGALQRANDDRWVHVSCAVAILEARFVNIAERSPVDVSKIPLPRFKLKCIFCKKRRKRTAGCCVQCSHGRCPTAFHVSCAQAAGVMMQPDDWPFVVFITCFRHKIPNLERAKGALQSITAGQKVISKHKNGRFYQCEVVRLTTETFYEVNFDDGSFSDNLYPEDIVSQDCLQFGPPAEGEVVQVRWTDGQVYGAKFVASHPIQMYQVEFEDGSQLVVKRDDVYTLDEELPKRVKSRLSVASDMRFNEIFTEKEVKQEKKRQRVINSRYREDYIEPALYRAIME
# GLS inh – qHTS for Inhibitors of Glutaminase (GLS). GLS enzymatic activity, qHTS titration. Potency, µM (titrated, usually from 45.5 µM), for inactives: at the highest dose activity change, negative = inhibition, hits mostly inhibitors. 0.21% of 410,000 active; further: potency means the concentration at half of the fitted maximal effect; on the % scale 0 is the no-effect control and ±100 the full control effect
#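 Human kidney-isoform GLS in 45 mM KH2PO4 pH 8.2, 0.02% Tween-20, with compound, started with 1mM L-Glutamine (added stock). Glutamate oxidase/HRP/Amplex red coupled fluorescence read at start and after 30 min at RT.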
# G9a block – qHTS Assay for Inhibitors of Histone Lysine Methyltransferase G9a | Histone-lysine N-methyltransferase EHMT2 (Homo sapiens), Q96KQ7 | G9a H3K9 monomethylation, AlphaScreen, 2 h | Potency, µM (titrated, usually from 102 µM), for inactives: at the highest dose activity, negative = inhibition, most hits filed as inhibitors | 8.8% of 350,000 active | AID 504332, 2011; further: potency means the concentration at half of the fitted maximal effect; on the % scale 0 is the no-effect control and ±100 the full control effect; nearly all actives have a fitted effect of over 75% in size
#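 Quantitative HTS format: methyltransferase activity on a biotin-tagged H3K9 peptide is measured by AlphaScreen, using a rabbit anti-monomethyl-H3K9 antibody with streptavidin donor and anti-IgG acceptor beads. Final levels are 20 nM enzyme, 500 nM peptide, 20 uM SAM; 2 h RT.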
# HP1b binding inh – HTS for Inhibitors of HP1-beta Chromodomain Interactions with Methylated Histone Tails; AlphaScreen HP1-beta / biotin-H3K9me3 peptide binding; Potency, µM (series often up to 114 µM), for inactives: at the highest dose activity change, negative = inhibition, usual class: inhibitors; 0.56% of 390,000 active; AID 540317, 2011; further: potency means the concentration at half of the fitted maximal effect; nearly all actives have a fitted effect of over 70% in size; inactives centre near 23
#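 Compound inhibition of the preformed complex between 50 nM HP1-beta and 50 nM biotinylated H3K9me3 peptide was read by AlphaScreen. Buffer was PBS pH 7.4 with 0.01% Tween-20. Incubations ran 30 min at room temperature, with 10 ug/mL donor/acceptor beads.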
# 12-LOX inh – Primary qHTS assay for inhibitors of human arachidonate 12S-lipoxygenase (ALOX12): Round 2 | 1.1% of 580,000 active | purified 12hLO, xylenol orange hydroperoxide absorbance | Potency, µM (top dose mostly 108 µM), for inactives: top-dose activity change, negative = inhibition, usual class: inhibitors; further: potency means the concentration at half of the fitted maximal effect; on the % scale 0 is the no-effect control and ±100 the full control effect
#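 Purified human 12hLO at 150 nM in 25 mM Hepes, 0.01% Triton X-100, pH 7.0, preincubated 15 min at room temperature with compound. Reaction started with 40 uM arachidonic acid, 30 min at room temperature. Hydroperoxide measured by Fe-xylenol orange, 573/405 nm absorbance ratio.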
# RGS4 inhibitor – Inhibitors of Regulator of G Protein Signaling (RGS) 4: qHTS. Potency, µM (doses to about 114 µM), without a hit: top-dose activity change, negative = inhibition, usual class: inhibitors. Transcreener GDP fluorescence polarization, RGS4-accelerated GTP hydrolysis. Regulator of G-protein signaling 4 (Homo sapiens), P49798. 0.039% of 390,000 active; further: potency means the concentration at half of the fitted maximal effect; on the % scale 0 is the no-effect control and ±100 the full control effect; nearly all actives have a fitted effect of over 75% in size; some results filed as inactive show a strong effect at the top dose
#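 MLSMR compounds (23 nl, pin-transferred) preincubated 10 min at room temperature with a 500nM (2x) first reagent, then RGS4 at 900nM (2x) plus Transcreener GDP mix added; fluorescence polarization (620/688 nm) read before and after 90 min at 30 °C.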
# ERG-DNA inh – qHTS for Small Molecule Inhibitors of the ERG Ets/DNA interaction. Transcriptional regulator ERG (Homo sapiens), P11308. fluorescence polarization, His-ERG Ets domain / labelled DNA. Potency, µM (titrated, usually from 76.9 µM), without a hit: top-dose FP activity, negative = inhibition, actives largely listed as inhibitors. 0.028% of 370,000 active. AID 624246, 2012; active means well fitted inhibition curve with a large enough effect in the polarisation, with a control signal flat; inconclusive means small, poorly fitted or top-dose-only effect, or effect the other way, or a change in a side signal; inactive means no such curve, though single readings can be large or run the other way; the % refers to the polarisation;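 further: polarization taken with two DNA probes labelled with fluorescein and Texas red; potency means the concentration at half of the fitted maximal effect; % of control where 0% means no effect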
#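 His-tagged ERG Ets domain (1 uM in the protein solution; 300mM KCl, 50mM Tris-HCl, 1mM EDTA, 1mM DTT, pH 7.5) received compound, then a probe mix of 5 nM fluorescein-DNA and 100nM Texas-615-DNA. Fluorescence polarization was read for both dyes.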
# An asterisk follows results filed as active; ? = inconclusive; . = no result given; & = joins results of further samples; [ ] = another dose, or the depositor's remark. Unless noted, the call rests on the fitted dose curve; in most records, active means well fitted curve in the direction sought with a large enough effect; inconclusive means small, poorly fitted or top-dose-only effect, or another doubt; inactive means no such curve, though single readings can be large; an effect the other way counts as inactive or inconclusive.
SMILES,PI4K2A inh,BAZ2B inh,JMJD2A Tudor,GLS inh,G9a block,HP1b binding inh,12-LOX inh,RGS4 inhibitor,ERG-DNA inh
Cc1cc(Nc2cccc([N+](=O)[O-])c2)n2c(nc3ccccc32)c1C#N,5.1,3.2%,5.8%,9.0%,-3.4%[59 µM],43.2%[activator],-15.4%,-14.3%,-4.0%
COc1ccc(-c2csc(N(CCCN(C)C)C(=O)c3ccc(C(C)(C)C)cc3)n2)cc1,2.6,?,?,1.0%,?,-12.5%,-17.1%,-3.9%,6.3%
Cc1nn(C)c(C)c1CNC(=O)c1cnn2c1NC(c1ccccc1)CC2C(F)(F)F (stereo unspecified),3.2,-6.2%,-15.7%,0.0%,.,18.3%,10.1%,-0.6%,.
COc1ccc(S(=O)(=O)Nc2ccc(C)c(S(=O)(=O)N3CCOCC3)c2)cc1[N+](=O)[O-],-4.6,5.3%,-13.5%,12.1%,-43.7%,21.2%,-20.7%,35.9%,-6.4%
Nc1nc(-c2ccco2)nn1C(=O)c1ccccc1,22.2,-3.4%,-1.4%,5.4%,?,37.9%,-5.4%,3.4%,-5.1%
COc1ccc(CNc2nc3ccccc3c3nc(-c4ccccc4)nn23)cc1,-2.0,4.3%,-1.8%,-10.3%,-3.6%[59 µM],42.9%[activator],-18.3%,18.7%,0.2%
O=C(NCc1cccnc1)c1cn(-c2ccccc2)nc1-c1cccs1,2.2,5.3%,-15.5%,5.5%,1.6%,28.0%,19.0%,12.2%,.
O=C(COC(=O)/C=C/c1cccc(F)c1)Nc1cccc(S(=O)(=O)NC2=NCCCCC2)c1,-12.7,.,-12.9%,9.0%,.,12.5%[57 µM],-20.4%,9.0%,4.5%
Cc1ccc(NC(=O)CSc2ccc(-c3ccco3)nn2)c(C)c1,1.7,1.8%,-14.4%,1.3%,-3.4%,17.1%,-12.4%,-3.8%,-1.0%
COc1ccc(CN2CCNC(=O)C2CC(=O)N(C)CCC2CCOCC2)cc1OC (stereo unspecified),0.7,-15.9%,-22.6%,4.4%,70.8µM*,17.0%,9.1%,14.8%[56.9 µM],-3.9%
CC1(C(=O)OCc2cc(=O)n3cc(Br)ccc3n2)CC1(Cl)Cl (stereo unspecified),1.3,0.8%,9.2%,0.0%,10.2%,10.2%,?,7.7%,-3.1%
NS(=O)(=O)c1ccc(CCNC(=O)COC(=O)C2CCN(c3ccc(C(F)(F)F)cn3)CC2)cc1,2.5,-4.5%,-8.8%,-0.6%,-47.0%[59 µM],23.4%,-3.5%,-17.8%,-6.6%
CCCNC(=O)C1CCC(Cn2c(=O)c3sccc3n(CC(=O)N(CC)CC)c2=O)CC1 (stereo unspecified),-2.3,20.6%,-2.7%,-1.9%,16.1%[59 µM],100.0%[activator],-2.7%,-5.9%,-1.1%
Cc1ccccc1CNC(=O)C1CCC(=O)N(C2CCCCCC2)C1 (stereo unspecified),-1.1,6.1%,-8.3%,0.0%,55.8%[activator],11.9%,7.8%,20.5%,4.9%
COc1ccccc1Nc1ncccc1C(=O)NCc1ccccc1,-2.6,47.0%[activator],-15.5%,5.8%,-0.7%[12.7 µM],17.8%,5.1%,8.4%,2.3%
C=CCNC(=O)c1cccc(C(F)(F)F)c1,0.5,5.0%,-5.1%,-1.7%,-2.5%,43.4%[activator],-10.4%,-2.8%,4.2%
O=C(O)C1=C[C@@H](c2coc3ccccc3c2=O)C[C@@H](OCCCCO)O1,-3.6,?,-13.7%,-9.9%,4.2%[12.7 µM],26.9%,-17.9%,0.4%,-0.4%
CCc1nc2ccccc2c(C(=O)Nc2cccc(C)c2)c1C,-2.2,3.6%,-23.1%,13.1%,.,8.0%,-24.5%,3.4%,-3.0%
Cc1cc2c(cc1C)[n+](C)cn2CC(O)COCc1ccccc1 (stereo unspecified),3.8,7.3%,?,-4.6%,5.62µM*,5.1%,?,0.7%,-9.0%
C[C@H](NC(=O)c1ccccc1Cl)C(=O)OCCOc1cccc(Cl)c1,-0.4,15.9%,18.4%,-1.3%,37.6%,67.5%[activator],-9.5%,-25.3%,-3.5%
Cc1nc(Nc2ccccc2O)c2oc3ccccc3c2n1,2.3,-36.1%,-21.4%,-0.3%,-16.9%,17.1%,?,36.2%,4.9%
COc1ccc(-n2c(SCC(=O)Nc3cccc(S(N)(=O)=O)c3)nc3ccccc3c2=O)cc1OC,1.2,-1.8%,-15.8%,8.1%,-14.1%,17.9%,-8.7%,-34.4%,-7.5%
Cc1nn(C)c2c1c(-c1ccccc1)cc(=O)n2Cc1ccc(Br)cc1F,-1.4,-34.0%,24.3%,4.1%,12.2%[59 µM],146.3%[activator],-17.5%,-8.8%,0.5%
COc1ccc(S(=O)(=O)NCCC(=O)OCc2cc(=O)oc3cc(C)ccc23)cc1[N+](=O)[O-],-1.2,-5.7%,?,11.8%,?,-16.3%,?,-5.4%,17.6%
CCCCCC(=O)Nc1cccc(C2=NOC3(C2)C[C@@H](C(N)=O)N(C(=O)c2cc([N+](=O)[O-])cc([N+](=O)[O-])c2C)C3)c1 (stereo partly specified),-1.5,?,?,11.7%,-29.6%[59 µM],2.3%,?,11.3%,-1.5%

# Quoted from the listing:
# In 12-LOX inh, `Nc1nc(-c2ccco2)nn1C(=O)c1ccccc1` has -5.4%
# In G9a block, `Cc1nn(C)c2c1c(-c1ccccc1)cc(=O)n2Cc1ccc(Br)cc1F` has 12.2%[59 µM]

# (listing goes on)
SMILES,PI4K2A inh,BAZ2B inh,JMJD2A Tudor,GLS inh,G9a block,HP1b binding inh,12-LOX inh,RGS4 inhibitor,ERG-DNA inh
COc1ccc(CCNC(=O)c2ccc(NC(=O)CC3SC(N4CCCC4)=NC3=O)cc2)cc1 (stereo unspecified),-0.9,-0.1%,-5.5%,-4.9%,-29.3%,16.4%,?,-4.0%,2.5%
Cc1ccc(-c2nc(-c3ccccn3)no2)cc1,-75.5*,8.0%,-2.4%[57.1 µM],2.6%,-10.3%[12.7 µM],44.9%,-10.2%,5.7%[11.4 µM],-0.2%
COc1ccc(C(=O)Nc2cccc(-c3ccc(N4CCOCC4)nn3)c2)cc1OC,-1.8,6.8%,0.7%,-10.1%,-23.4%,26.4%,6.6%,-42.3%,-4.6%
CCOC(=O)c1c(C)n(-c2ccc(C)cc2)c2ccc(OCC(O)CN3CCN(C)CC3)cc12 (stereo unspecified),4.2,.,?,-3.0%,50.1µM*,1.1%,?,-10.9%,7.0%
COc1cc2c(cc1OC)C(COc1ccc3c(C)cc(=O)oc3c1)N(C(=O)Cc1ccccc1)CC2 (stereo unspecified),-2.0,0.0%,-2.0%,-0.5%,22.5%[59 µM],38.5%,-12.7%,-19.4%,1.9%
COCCN1CCn2c(nc3cc(Nc4nnc(C)c5ccccc45)ccc32)C1,2.2,?,89.1µM*,15.5%,?,33.7%,0.0%,0.8%,13.9%
O=C(COC(=O)c1cnccn1)c1ccccc1,-1.0,-9.9%,-17.1%,1.8%,-7.5%,28.0%,-0.1%,-22.0%,-6.6%
COc1ccccc1NS(=O)(=O)c1cccc(C(=O)N/N=C(/C)c2ccc(-n3ccnc3)cc2)c1,-7.0,.,-11.8%,3.2%,.,30.8%,29.1%,-6.9%,-9.7%
O=C(C1COc2ccccc2O1)N(Cc1cccnc1)c1nc2c(F)cccc2s1 (stereo unspecified),-0.2,-14.4%,-20.1%,3.3%,-3.0%[59 µM],9.9%,-8.3%&-10.3%,-2.4%,-3.5%
CCC(=O)c1ccc(OCC(=O)OCC(=O)Nc2c(C)n(C)n(-c3ccccc3)c2=O)cc1,-1.7,2.3%,-8.6%,-2.1%,-33.3%,36.7%,-13.4%,-36.7%,.
CCOc1cc(/C=N/Nc2nc(=O)[nH]nc2C)ccc1O,1.5,-16.9%,?,-20.4%,16.0%,20.9%,-21.4%,-10.8%,10.4%
CN(C)C(/C=C/Nc1ccc([N+](=O)[O-])cc1)=C(C#N)C#N,1.8,-0.7%,-7.7%,-11.0%,7.4%,14.2%,-18.4%,0.0%,19.9%[15.4 µM]

# Structures listed so far shown as hits in JMJD2A Tudor:
SMILES,PI4K2A inh,BAZ2B inh,JMJD2A Tudor,GLS inh,G9a block,HP1b binding inh,12-LOX inh,RGS4 inhibitor,ERG-DNA inh
COCCN1CCn2c(nc3cc(Nc4nnc(C)c5ccccc45)ccc32)C1,2.2,?,89.1µM*,15.5%,?,33.7%,0.0%,0.8%,13.9%

# An excerpt, so the mix of outcomes need not match the whole.
